Screening data (PubChem)
Growth percent in the NCI-60 one-dose screen (48 h, 10 µM unless noted): 100 = growth as untreated, 0 = no growth, -100 = all killed.
UO-31 = UO-31 renal cancer; actives 5.2% (n = 81,000); AID 1794768
TK-10 = TK-10 renal cancer cells. actives 3.9% (n = 81,000). AID 1794769
RXF 393 = RXF 393 renal cancer cells; actives 6.9% (n = 77,000); AID 1794773
SN12C = SN12C renal cancer cells; actives 3.8% (n = 81,000)
CAKI-1 = CAKI-1 renal cancer; actives 4.7% (n = 75,000)
A498 = A498 renal cancer cells | actives 5.4% (n = 76,000) | AID 1794774
ACHN = ACHN renal cancer; actives 4.9% (n = 81,000)
786-0 = 786-0 renal cancer cells; actives 5.1% (n = 81,000)
DU-145 = DU-145 prostate cancer; AID 1794760; actives 4.2% (n = 81,000)
* = called active by the depositor; / = no result given; & = joins results of further samples. How the source made its calls: active means growth percent below 10; inactive means the rest.

SMILES	UO-31	TK-10	RXF 393	SN12C	CAKI-1	A498	ACHN	786-0	DU-145
Cc1ccc2c(c1)C(N1CCCC1=O)CCN2Cc1ccc(Cl)cc1 (stereo not given)	31	101	97	79	56	96	88	80	96
CC1(C)CC[C@]2(C(=O)N3CCOCC3)CC[C@]3(C)C(=CC[C@@H]4[C@@]5(C)Cc6c(n(CC#CCN7CCNCC7)c7ccccc67)C(C)(C)[C@@H]5CC[C@]43C)[C@@H]2C1	88	103	109	104	89	113	107	100	117
COC(=O)/C=C\C(=O)O	94&91	98	102&115	102&102	103&93	97&96	101&108	102&108	111&92
O=C(CCc1nnc(C(c2ccccc2)c2ccccc2)o1)c1nc2ccccc2[nH]1	71	110	105	85	77	88	90	97	102
CCOC(=O)Nc1ccc(-c2nc(-c3cccc(OCCN4CCOCC4)c3)c(-c3ccnc(Br)c3)[nH]2)cc1	21	87	-26*	60	51	50	44	-5.1*	67
O=C(Nc1ccc(C(F)(F)F)cc1)Nc1ccc2oc(=O)ccc2c1	-10*	36	56	7.6*	23	27	6.9*	54	28
O=C(Nc1ccc(F)cc1)Nc1nc2ccc([N+](=O)[O-])cc2s1	4.3*	6.7*	-15*	-0.4*	-13*	-15*	2.5*	1.6*	24
CCOC(=O)C1=C(C(F)(F)F)NC(=O)NC1CN1C(=O)c2ccccc2C1=O (stereo not given)	102	122	106	104	114	118	120	104	106
Cc1cccc(Cl)c1NC(=O)CNC(C)(C)C	87	93	97	106	/	119	/	86	106
Cc1ccc(Cl)c(-c2nn(-c3ccc(S(=O)(=O)NC(=S)NCc4ccccc4)cc3)c(=O)c3ccccc23)c1	84	134	93	98	88	92	95	107	121
CN(C)CCNc1nc2ccccc2c2c(=O)c3ccccc3sc12	13	/	6.4*	32	/	-2.1*	7.0*	29	9.0*
CC(C)(C)Nc1nc2c(OCCc3ccccc3)cccn2c1-c1ccccc1Cl	-14*	11	-44*	0.8*	-6.8*	-23*	4.1*	6.0*	21
COc1ccc(Nc2ncc3c(n2)CCc2cnc(C)nc2-3)cc1	66	131	98	94	87	60	97	94	104
CCOc1ccc(S(=O)(=O)Nc2ccc3c(c2)N(S(=O)(=O)CC)CCC3)cc1	81	81	86	85	55	69	45	96	90
O=C(NCc1cccs1)c1ccc(OCC2CCCO2)cc1 (stereo not given)	84	127	115	100	102	118	104	108	100
CC(C)(C)c1nc(C(Cl)Cl)nc2cc(-c3ccccc3)nn12	99	110	108	98	110	125	94	102	107
CCOC(=O)C1=C(C)NC(C)=C(C(=O)OCCOC)C1c1cccc(C#N)c1 (stereo not given)	93	105	110	98	92	79	101	99	109
COC(=O)C1C(=O)C(C(=O)OC)C(C)N(C)C1C (stereo not given)	81	110	109	104	96	95	110	94	107
CCOC1=CC(=O)CC(C)(C)C1	94	112	118	105	94	90	113	108	117
CC(=O)c1ccc(N=C(C#N)C2=C(O)c3ccccc3C2=O)cc1	91	129	/	103	105	88	106	103	113
Cc1ccc(F)cc1NC(=S)NN	84	106	92	93	86	101	102	92	110
CN1CCC[C@]2(C)[C@H]3CC[C@]4(C)[C@@H](O)/C(=C/c5ccccn5)C[C@H]4[C@@H]3CC[C@@H]12	67	99	115	97	95	85	110	100	96
Cc1ccc(-c2cc(C(=O)N=Nc3c(O)[nH]c4ccc(Cl)cc34)c3ccccc3n2)cc1	63	117	88	80	78	138	65	88	85
Cc1ccc(-n2cc(-c3ccccc3)c3c(SCC(=O)n4[nH]c(N)cc4=O)ncnc32)cc1	76	107	107	92	99	126	93	101	115

The closing 2 compounds of the part above open the next one:
SMILES	UO-31	TK-10	RXF 393	SN12C	CAKI-1	A498	ACHN	786-0	DU-145
Cc1ccc(-c2cc(C(=O)N=Nc3c(O)[nH]c4ccc(Cl)cc34)c3ccccc3n2)cc1	63	117	88	80	78	138	65	88	85
Cc1ccc(-n2cc(-c3ccccc3)c3c(SCC(=O)n4[nH]c(N)cc4=O)ncnc32)cc1	76	107	107	92	99	126	93	101	115
COc1cc2c(c(OC)c1OC)C(=O)CC(c1ccccc1)O2 (stereo not given)	70	128	83	98	72	117	89	98	100
C=C1CC2C3C=C(C)C4=CC(=O)CC[C@]4(C)C3CC[C@]2(C)[C@@]1(OC(C)=O)C(C)=O (stereo not given in full)	62	95	71	50	51	61	66	56	/
CCC(C(=O)N1CCNC2=C(C(=O)N(C)C2(C)C)C1c1ccc(Cl)c(Cl)c1)c1ccccc1 (stereo not given)	71	103	98	95	74	45	87	86	98
N/C(=N\c1nc2c(F)cc(F)cc2s1)C(Cl)(Cl)Cl	88	/	115	97	76	67	73	87	61
CC(=O)C(C(C)=O)c1nc2sc3cc(Cl)ccc3n2c(=N)c1C#N	58	117	109	90	86	84	84	98	97
Cc1cc(C2(c3ccc(O)c(C)c3)C(=O)N(Cc3ccccc3)c3ccccc32)ccc1O	73	86	/	96	/	104	83	91	96
O=C(NCCCNc1nccc(-n2ccc3cccnc32)n1)c1ccc(C(F)(F)F)cc1	82	78	98	90	94	84	89	95	95
Cc1c(O)c(=O)n(-c2ccccc2)n1C	80	112	124	98	107	120	97	101	116
O=c1c2ccccc2nc(CN2CCOCC2)n1/N=C/c1ccc(Cl)cc1	88	112	101	96	94	93	102	99	106
COc1ccc2nc(Cl)c(C3C(C#N)=C(N)Oc4n[nH]c(C)c43)cc2c1 (stereo not given)	87	110	117	90	94	/	98	98	105
CC(C)(C)NC[C@H](O)COc1ccccc1C1CCCC1	54	94	71	82	74	66	88	78	102
Cc1ccc(N=Nc2ccc3c(S(=O)(=O)O)cccc3c2O)c(C)c1	70	116	99	94	/	/	100	104	105

Only TK-10, for some of the entries so far:
mol,TK-10
O=c1c2ccccc2nc(CN2CCOCC2)n1/N=C/c1ccc(Cl)cc1,112
COc1ccc2nc(Cl)c(C3C(C#N)=C(N)Oc4n[nH]c(C)c43)cc2c1 (stereo not given),110
COc1cc2c(c(OC)c1OC)C(=O)CC(c1ccccc1)O2 (stereo not given),128
Cc1c(O)c(=O)n(-c2ccccc2)n1C,112

Later entries
SMILES	UO-31	TK-10	RXF 393	SN12C	CAKI-1	A498	ACHN	786-0	DU-145
CCOC(=O)N1CCN(c2nc(Nc3cc(C)[nH]n3)c3ccccc3n2)CC1	47	41	/	46	21	-22*	51	44	48
C=CCn1c(-c2nc3ccc(C(=C(C#N)C#N)c4ccccc4)cc3[nH]2)cc2cc(-c3ccc(C(F)(F)F)cc3)ccc21	56	92	/	74	40	76	44	74	77
Sc1ccccc1N=Cc1cccs1	76	130	103	112	91	81	96	108	109
CCOC(=O)COc1ccc(/C=C(\C)[N+](=O)[O-])c2ccccc12	86	131	108	105	101	105	100	103	101
Cc1nc2ccccc2c(/C=C/c2ccccc2)c1C(=O)c1ccccc1	62	104	96	83	51	104	88	94	97
COc1ccccc1Nc1nnc(-c2ccc(F)cc2)o1	86	105	94	100	/	93	106	92	109
FC(F)Oc1ccc(C(Nc2ccc(Cl)cc2)c2nnnn2C2CCCCC2)cc1OC1CC1 (stereo not given)	68	93	92	95	/	78	93	82	102
CCCCOc1ccccc1I	96	105	129	101	102	108	98	95	109
CCCCCCCCCCCCCCCC(=O)OC	91	95	111	98	101	85	101	92	111
CC1(C(Cl)Cl)C=CC(=O)C=C1	92	/	/	106	100	104	95	101	111
CCCCC/C=C\C/C=C\CCCCCCCCOc1ccccc1CCOP(=O)(O)OCC[N+](C)(C)C	89	101	97	97	97	102	104	101	112
c1ccc(-c2nc(NCCc3c[nH]c4ccccc34)c3ccccc3n2)cc1	64	120	99	91	79	/	78	94	96
CN1C(=O)C2(Nc3cc(Cl)ccc3-c3ccnn32)c2cc(Cl)ccc21 (stereo not given)	65	112	93	97	92	/	97	100	102
C[C@H](N)[C@H](O)c1cccc(O)c1	84	106	/	87	87	115	/	107	110
O=c1oc2cc(OS(=O)(=O)c3ccc(C(F)(F)F)cc3)ccc2c2c1CCCCCC2	70	103	85	69	71	76	82	88	90
COc1cc(C(=O)/C=C/c2cccc(Nc3ccnc4cc(Cl)ccc34)c2)cc(OC)c1OC	-88*	-39*	-72*	-1.7*	/	79	-69*	-74*	-0.7*
O=C1CC2CC=C(c3ccc(F)cc3)CN2C=C1c1ccccc1 (stereo not given)	71	110	106	95	93	96	108	111	103
CCOCCC(=O)C(C#N)c1cccc(OC)c1OC (stereo not given)	92	98	101	108	88	83	106	100	107
CCCC(C)C(=O)OC1CCCCC1 (stereo not given)	91	129	112	108	94	/	109	113	117
CN[C@@H]1CCC[C@H](NCCCc2ccc(F)cc2)[C@H]1c1ccccc1Cl	48	90	90	83	73	/	95	87	106
CC1=CC2C(=O)C(C)(O)C1C1C(C)(O)C(=O)C=CC21C (stereo not given)	93	84	111	99	/	119	102	102	115
COc1cc2c(cc1OC)C(=O)/C(=C/c1cccc(/C=C/c3ccc4ccc(Cl)cc4n3)c1)C2	97	84	83	96	/	97	93	72	73
Cc1nc2n[nH]c(N)c2c(C#N)c1C	66	117	126	89	97	117	96	103	121
COC(=O)c1nc(=S)[nH]c(C(=O)OC)c1C(=O)C(C)(C)C	95	106	117	103	100	133	107	112	113
COc1ccc2c(c1)O/C(=C\c1ccc([N+](=O)[O-])s1)C2=O	24	43	-17*	42	44	85	25	69	-6.0*
COc1cc(C2N=C(SC)NC(C)=C2C(C)=O)ccc1O (stereo not given)	62	62	65	87	65	46	107	89	90
CCCCNC(C)(C)C(SSSC(c1ccco1)C(C)(C)NCCCC)c1ccco1 (stereo not given)	70	105	96	94	96	108	99	103	107
O=C(Nc1ncccc1OCc1cn(Cc2ccc(Cl)cc2)nn1)c1ccccc1	80	108	91	95	86	115	102	101	103
O=C(OCC(O)C(O)C(O)C(O)COC(=O)c1ccccc1)c1ccccc1 (stereo not given)	98	105	102	95	98	79	120	/	112
O=C(O)c1ccccc1-c1nnc2c(Cc3ccccc3)nc3ccccc3n12	82	101	93	94	88	114	95	104	87
COc1cc(CNCCO)cc(OC)c1	96	103	103	98	99	98	109	108	108
Cc1ccc(-c2nc(NS(=O)(=O)c3ccccc3)nc(Nc3ccc(Cl)cc3)c2C#N)cc1	88	102	125	112	98	107	106	97	111

Complete entries, looked up by structure. Values in the order: UO-31	TK-10	RXF 393	SN12C	CAKI-1	A498	ACHN	786-0	DU-145
Profile of `O=C(Nc1ncccc1OCc1cn(Cc2ccc(Cl)cc2)nn1)c1ccccc1` : 80	108	91	95	86	115	102	101	103
Profile of `COc1cc(C2N=C(SC)NC(C)=C2C(C)=O)ccc1O` (stereo not given) : 62	62	65	87	65	46	107	89	90
Profile of `O=C(O)c1ccccc1-c1nnc2c(Cc3ccccc3)nc3ccccc3n12` : 82	101	93	94	88	114	95	104	87
